# RMI-FANCM inh – inhibitors of human RMI core complex binding to FANCM MM2 | actives 0.58% (n = 70,000) | Fluorescence polarization, RMI core complex with F-MM2 peptide; stronger effect = lower value | FP signal (polarization) at 33 µM; in the data active = FP signal below about 40; also: inactives centre near 61; strong numbers were not always called active; unit not given here
# * hit, by the source's call; & = joins results of further samples. Some of the compounds tested; count on the stated rates, not on these rows.
SMILES,RMI-FANCM inh
CC(C)c1ccc(Cn2nnc3ccccc32)cc1,52
O=C(COc1ccc(Cl)cc1)Nc1nc(-c2csc(NC(=O)COc3ccc(Cl)cc3)n2)cs1,68
CC(=O)c1ccc(NC(=O)CS(=O)(=O)c2cn(CC(=O)N3CCCC3)c3ccccc23)cc1,58
Cc1noc(C)c1S(=O)(=O)Nc1ccc(N2CCN(C(=O)OC(C)(C)C)CC2)nc1,56
O=C(CCCn1nc(-c2cccnc2)ccc1=O)Nc1nc2ccccc2s1,62
Cc1nc(C(F)(F)F)ccc1C(=O)NCCNc1ncccc1C(F)(F)F,63
CCSc1nc(N2CCOCC2)c2cnn(CCNC(=O)Cc3cccs3)c2n1,59
COc1ccccc1N1CCN(CCNC(=O)c2ccc(F)c(F)c2)CC1,60
Cn1cnc(S(=O)(=O)NCc2csc3ccc(Cl)cc23)c1,56
COc1ccc2nc(N(CCN(C)C)C(=O)c3ccc(S(=O)(=O)N4CCCc5ccccc54)cc3)sc2c1,96
C#CCn1c(=NC(=O)c2cccc(F)c2)sc2cc(NC(C)=O)ccc21,216
O=C(NCCn1ncc2c(=O)n(Cc3cccc(C(F)(F)F)c3)cnc21)c1ccco1,68
Cc1ccc(-c2ccc(N3CCN(C(=O)Nc4ccccc4F)CC3)nn2)c(C)c1,70
COc1ccc(N=c2sc(C(C)=O)c(C)n2CCCN2CCOCC2)cc1,53
Cc1cc(C(=O)Nc2ccccc2)no1,54
Cc1sc2nc(SCC(=O)Nc3ccc(S(N)(=O)=O)cc3)nc(N)c2c1C,61
CCc1ccc(-c2ccc(SCC(=O)Nc3ccc(Cl)c(Cl)c3)nn2)cc1,57
N=S(c1ccc(Cl)cc1)c1cccs1 (stereo unspecified),49&52
O=C(NCc1ccco1)N1CCOCC1,59
O=C(/C=C/c1cccs1)NC(=S)NCc1ccccc1,52
CCCCOC(=O)COc1ccc2c(CCC)cc(=O)oc2c1,55
Cc1cc(C)cc(C(=O)NCCn2cc(SCC(=O)Nc3nnc(C)s3)c3ccccc32)c1,62
COc1ccc(Nc2nnc3c4ccccc4c4ccccc4c3n2)cc1,56
NC(=O)c1c(NC(=O)CCS(=O)(=O)c2ccc(Cl)cc2)sc2c1CCCC2,80
COc1ccccc1N1CCN(CCCNc2c(C)c(=O)n(C)c(=O)n2C)CC1,50
Cc1ccc(/C=C2\Oc3c(ccc(O)c3CN3CCCC(C)C3)C2=O)o1 (stereo unspecified),68
Cn1cccc1/C=C1/SC(=S)N(c2cccc(C(=O)O)c2)C1=O,280
Cc1nn(-c2ccccc2)c(N)c1N=Nc1cccc(S(=O)(=O)N2CCOCC2)c1,79&58
O=C1CC(N2CCCc3ccccc32)C(=O)N1c1ccccc1Cl (stereo unspecified),60
CC(=O)c1ccc(NC(=O)c2ccc(-n3nc(C(F)(F)F)c4c3CCCC4)cc2)cc1,59
CC(C)(C)C(=O)O/N=C(\N)c1ccc(-c2csnn2)cc1,58
CC(C)C(=O)NCC(c1ccsc1)N(C)C (stereo unspecified),54
O=C(NNC(=O)c1cc2c(ccc3ccccc32)oc1=O)c1ccc(S(=O)(=O)N2CCCCCC2)cc1,60
COc1cccc(C2CC(c3ccc(Br)cc3)=NN2S(C)(=O)=O)c1OC (stereo unspecified),122
O=C(/C=C\c1ccco1)Nc1c2c(nn1-c1ccc([N+](=O)[O-])cc1)CSC2,52
Cc1cc(C(=O)NNC(=O)C(F)(F)F)ccc1[N+](=O)[O-],50

# Sorted by the number under RMI-FANCM inh (largest number first): seven from the list above
SMILES,RMI-FANCM inh
COc1cccc(C2CC(c3ccc(Br)cc3)=NN2S(C)(=O)=O)c1OC (stereo unspecified),122
Cc1ccc(/C=C2\Oc3c(ccc(O)c3CN3CCCC(C)C3)C2=O)o1 (stereo unspecified),68
O=C1CC(N2CCCc3ccccc32)C(=O)N1c1ccccc1Cl (stereo unspecified),60
CC(C)(C)C(=O)O/N=C(\N)c1ccc(-c2csnn2)cc1,58
CC(C)C(=O)NCC(c1ccsc1)N(C)C (stereo unspecified),54
O=C(/C=C\c1ccco1)Nc1c2c(nn1-c1ccc([N+](=O)[O-])cc1)CSC2,52
Cc1cc(C(=O)NNC(=O)C(F)(F)F)ccc1[N+](=O)[O-],50

# New compounds follow
SMILES,RMI-FANCM inh
Cc1ccc(C(CNC(=O)NC2CCCCC2)N2CCOCC2)cc1 (stereo unspecified),51
COc1ccccc1OCC(=O)NCC(c1ccsc1)N1CCCCCC1 (stereo unspecified),57
Nc1ccc2c(c1)CN(C(=O)C1CC1)CC2,70
COc1ccc(NC(=O)CSc2c(C)nn(-c3nnc(C)c(=O)[nH]3)c2C)cc1,50
CC(=O)c1ccc(N2CCN(c3ncnc(N)c3[N+](=O)[O-])CC2)cc1,62
O=C(Nc1cnc2c(O)cccn2c1=O)c1ccc(F)cc1,54
O=C(C1CCN(S(=O)(=O)c2cccs2)CC1)N(Cc1ccccn1)c1nc2c(F)cc(F)cc2s1,53
CN(C)C(CNS(=O)(=O)c1ccccc1Cl)c1ccsc1 (stereo unspecified),55
Cc1ccc(Oc2c([N+](=O)[O-])cc(C(F)(F)F)cc2[N+](=O)[O-])cc1,55
C=CCN1C(=O)C(C)(C)COc2cc(NS(=O)(=O)c3ccc(CC)cc3)ccc21,66
Cn1c(SCC(=O)Nc2ccccc2)nnc1-c1ccc(=O)n(C)c1,64
CCCCC#Cc1cncc(C(=O)N/N=C\c2cccs2)c1,53
Cc1c(C(=O)N2CCC(C(N)=O)CC2)sc2nc(-c3ccccc3)cn12,69
CN1C[C@H](C(=O)N[C@]2(C)O[C@@]3(O)[C@@H]4CCCN4C(=O)[C@H](Cc4ccccc4)N3C2=O)C[C@@H]2c3cccc4[nH]cc(c34)C[C@H]21,57&49
O=S(=O)(NCCc1ccc(Cl)cc1)c1ccc(Cl)cc1,64
O=c1cccnn1CCNS(=O)(=O)c1ccc(Cl)c(Cl)c1,66
CC(C)CS(=O)(=O)Nc1ccc2c(c1)N(C(=O)C(C)C)CCC2,72
O=C(NCCN1CCN(c2ccc(F)cc2)CC1)c1ccc(Cl)cc1,65
COc1cc(C(=O)O)c(O)c2c1OCO2,64
COc1ccc(-c2csc(CN3CCN(C(=O)C(C)Oc4ccccc4)CC3)n2)cc1 (stereo unspecified),60
CC(C)c1n[nH]c(=S)c2c1cnn2-c1ccc(F)cc1,72
COc1ccc(S(=O)(=O)N2CCOC2CNC(=O)C(=O)NCc2ccccn2)cc1C (stereo unspecified),59
O=C(CSc1nnc(CNC(=O)c2cccs2)n1-c1cccc(C(F)(F)F)c1)Nc1ccccc1F,59
COC(=O)c1ccc(C)c(-n2c(N)c(C(=O)NCc3ccco3)sc2=S)c1,63

# Individual results from the list:
# Result of `O=c1cccnn1CCNS(=O)(=O)c1ccc(Cl)c(Cl)c1` under RMI-FANCM inh: 66
# Result of `CC(C)CS(=O)(=O)Nc1ccc2c(c1)N(C(=O)C(C)C)CCC2` under RMI-FANCM inh: 72
# Result of `COc1ccc(S(=O)(=O)N2CCOC2CNC(=O)C(=O)NCc2ccccn2)cc1C` (stereo unspecified) under RMI-FANCM inh: 59
# Result of `COc1ccc(-c2csc(CN3CCN(C(=O)C(C)Oc4ccccc4)CC3)n2)cc1` (stereo unspecified) under RMI-FANCM inh: 60
# Result of `O=S(=O)(NCCc1ccc(Cl)cc1)c1ccc(Cl)cc1` under RMI-FANCM inh: 64
# Result of `CC(C)c1n[nH]c(=S)c2c1cnn2-c1ccc(F)cc1` under RMI-FANCM inh: 72
# Result of `Cc1c(C(=O)N2CCC(C(N)=O)CC2)sc2nc(-c3ccccc3)cn12` under RMI-FANCM inh: 69

# Further entries follow.
SMILES,RMI-FANCM inh
O=C(NCC(c1cccs1)N1CCOCC1)C(=O)Nc1ccon1 (stereo unspecified),49
COc1ccc(-c2cc(=O)n(CC(=O)NCCc3ccc(S(N)(=O)=O)cc3)cn2)cc1,64
CCOC(=O)c1sc(Nc2cccc(Cl)c2C)nc1C,51
COc1ccc(CNC(=O)C2(c3cccs3)CCCC2)cc1,62
O=C(NCC1CCN(Cc2ccco2)CC1)c1ccc(F)cc1,74
NC(=S)N/N=C\c1cccc(Br)c1,60
CCOC(=O)C(=CNc1sccc1C(=O)OC)C(=O)OCC,56
O=C(O)c1ccc(C(=O)O)s1,54
CCOC(=O)c1csc(NC(=O)c2ccnn2C)n1,69
O=C(Nc1nn[nH]n1)c1ccc(Cl)c(S(=O)(=O)N2CCOCC2)c1,62
CCn1c(=NC(=O)c2cc(Cl)ccc2[N+](=O)[O-])sc2cc(C(=O)OC)ccc21,62
CC(C)N(Cc1ccccc1)S(=O)(=O)c1ccc(C(=O)N2CCCc3ccccc32)cc1,60
CC(C)CN(CC(C)C)C(=O)C12CCC(C)(C(=O)O1)C2(C)C (stereo unspecified),64
Cc1ccsc1Cn1c(C)ccc1C,58
CC(C)NC(=O)Nc1n[nH]c(Nc2ccc(Cl)cc2)n1,55
Cc1ccc(N2CCN(C(=O)N3CCCCC3)CC2)cc1C,64
C#CCn1c(=NC(=O)c2ccc(C)c(C)c2)sc2cccc(OCC)c21,91
CC(=O)N1CCN(C(=O)C2(c3cccs3)CCOCC2)CC1,55
COc1cccc2sc(Nc3nc4c(s3)C(=O)CC(C)(C)C4)nc12,116
Cc1nc(N)nc(N/N=C\c2c(F)cccc2Cl)n1,53
CC1(c2cc(O)ccc2O)NCC(c2ccc([N+](=O)[O-])cc2)O1 (stereo unspecified),53
Cc1ccc(S(=O)(=O)N2CCC(c3nc(-c4cccc(Br)c4)no3)CC2)cc1,65
COc1ccc(NC(=O)c2cn(-c3ccccc3)nc2-c2cc3ccccc3o2)cc1,43
COC(=O)Cc1nc(-c2ccccc2)oc1C,64
Cc1ccc(OCC(=O)O)c(C)c1,68
Cc1cccc(NC(=O)CSc2ccc(-c3sc(-c4cccnc4)nc3C)nn2)c1C,69
Cc1ccc(-n2cc(C(=O)NCCCc3ccccc3)nn2)cc1,59
COc1cc(OC)cc(C(=O)NCC2CCN(Cc3ccccc3)CC2)c1,77
O=C(NC1CCCCCC1)c1ccc2c(=O)nc3c(-c4ccccc4)n[nH]n3c2c1,64
COc1ccc(CCN2C(=O)C=CC2=O)cc1OC,64
CC(C)Oc1ccc(-c2noc(CS(=O)(=O)c3ccc(Br)cc3)n2)cc1,88
O=c1ccc(-c2cccc([N+](=O)[O-])c2)nn1Cc1c(F)cccc1Cl,54
CN(C)c1ccc(CCCNC(=O)c2ccccc2C(F)(F)F)cc1,68
O=C(NCc1nnc(SC/C=C/c2ccccc2)o1)c1ccc(F)cc1,56
O=C(/C=C/c1ccco1)Nc1nncs1,47
O=C(OCn1nnc2ccccc2c1=O)c1c(F)cccc1Cl,59
CC(C)C[C@@H](NC(=O)OCC1c2ccccc2-c2ccccc21)C(=O)O,57
CN(C)S(=O)(=O)c1ccc(C(=O)N2CCN(Cc3nc(-c4ccc(F)cc4)cs3)CC2)cc1,67
CC(C)(C)c1ccc(NC(=O)NCCOc2ccccc2)cc1,64
Cc1cc(C)c2c(n1)sc1c(=O)n(CC(=O)Nc3ccccc3Br)cnc12,111
Cc1nc(NC2CCCCC2)c2ccsc2n1,71
O=C(c1ccccc1[N+](=O)[O-])N1CCN(Cc2nc(-c3ccco3)cs2)CC1,63
O=C(Cn1cnc2c(-c3ccccc3)csc2c1=O)Nc1ccccc1F,73
Cc1ccc(N2CC(C(=O)Nc3nnc(SCC(=O)Nc4nc(C)cs4)s3)CC2=O)cc1 (stereo unspecified),59
O=C(c1ccc(OCc2ccc3ccccc3n2)cc1)N1CCN(c2ccccc2O)CC1,59
Cc1ccc(C)c(S(=O)(=O)NCC(=O)Nc2ccc3c(c2)OCO3)c1,65
Cc1nnsc1C(=O)NCc1ccc2c(c1)OCO2,55
Cc1ccccc1OCC(=O)Nn1c(=S)[nH]c2ccccc2c1=O,57
Cc1ccc(C)c(NC(=O)c2ccc(=O)[nH]n2)c1,53
CCOc1ccc(-c2cc3c(=O)n(CC(=O)Nc4cc(OC)ccc4OC)ncn3n2)cc1,70
CSc1ncc2c(n1)CC(C)(C)C/C2=N/OC(=O)c1cccc(C(F)(F)F)c1,52
Cc1nnc(NC(=O)CSc2ncc(-c3ccccc3)n2C)s1,55
O=C(NCc1ccccc1Cl)C1CCN(c2ncnc3c2sc2ncccc23)CC1,89
Cc1oc(-c2ccccc2)nc1CSc1nc2ccccc2c(=O)n1CCCN1CCCC1=O,62
COc1ccc2cc(C3CC(c4cccs4)=NN3S(C)(=O)=O)c(Cl)nc2c1 (stereo unspecified),63
FC(F)(F)c1cnc(NN2C3CSC2CS3)c(Cl)c1,57
CCOc1cccc2sc(NC(=O)c3ccc(Cc4ccccc4)cc3)nc12,56
Cc1nn(C(C)(C)C)c(C)c1/C=N\OC(=O)c1cccs1,54
Cc1nn(C)c(Cl)c1S(=O)(=O)Nc1ccc(Br)cc1,56
CN1C(=O)c2cccc(NC(=O)c3cc(-c4cccs4)nc4ccccc34)c2C1=O,46

# Further results:
SMILES,RMI-FANCM inh
O=C(CSc1nnc2ccccn12)Nc1ccc(F)c(Cl)c1,73
Cc1cccc2sc(NC(=O)C(=O)NCCCN3CCOCC3)nc12,53
COC(=O)c1cnn(-c2ccc(F)cc2F)c1/C=N\NC(=S)Nc1ccc(Cl)cc1,61
Cc1ccc(S(=O)(=O)N(C)C)cc1NC(=O)Nc1ccc(OC(F)(F)F)cc1,64
Cn1c(=O)[nH]c2nc[nH]c2c1=O,58
COC(=O)C(=O)CC(=O)c1cccn1C,65
Cc1cc(C)cc(NC(=O)NCCOc2ccc3nnc(C)n3n2)c1,66
COc1ccccc1CCNC(=O)Cn1cnc(-c2ccc(F)cc2)cc1=O,78
O=C(NCCn1ncc2c(N3CCCC3)ncnc21)c1cc(-c2ccccc2)on1,64
O=S(=O)(c1ccc(N2CCN(Cc3ccccc3)CC2)nn1)C1CCCCC1,68
CC(=O)Nc1cccc(NC(=O)CSc2nccn2Cc2ccco2)c1,58
CCc1nc(SCc2cc(=O)[nH][nH]2)c2oc3ccccc3c2n1,63
CN1[C@@H]2CC[C@H]1CC(OC(=O)c1c[nH]c3ccccc13)C2 (stereo partly specified),71
CCOC(=O)Cc1csc(NC(=O)C2CCCN(c3ccc(-c4ccc(F)cc4)nn3)C2)n1 (stereo unspecified),104
CNC(=O)C(=O)Nc1cccc(SC)c1,67
Cn1ncc(C(=O)Sc2ccc(Cl)cc2)c1-n1cccc1,57
COc1cc(C(=O)NC(=S)Nc2ccc(C)c(F)c2)cc(OC)c1OC,45

# Screens (PubChem)
